# Screening results as filed in PubChem BioAssay.
# TNAP act hi DEA: TNAP (human) activation, high acceptor; 200,000 tested, under 10 active; P05186; purified TNAP, CDP-star luminescence, 1 M DEA, 30 min; stronger effect = higher value; 0 = EDTA background, 1 = DMSO-only activity; AID 1136; activation factor at 20 µM;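 active means activation factor at least 2 at 20 µM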
#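 Assay system: human TNAP; Input: enzyme diluted 1/800 final; Reagent: CDP-star luminogenic substrate at 100 µM final; Timing: 30 min, room temperature; Signal: luminescence; Evaluation: TNAP activation factor scaled between EDTA and DMSO control wells.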
# G6PDH CS: counter-screen for G6PDH assay hits: L. mesenteroides G6PDH inhibition; AID 1020; inhibition, % at 5 µM; Purified L. mesenteroides G6PDH, diaphorase/resazurin coupled fluorescence, 45 min; 200,000 compounds, 0.12% hits; in the data active means inhibition above about 50%
# TNAP inh hi DEA: inhibitors of human TNAP at high phosphate acceptor concentration | inhibition, % at 20 µM | P05186 | 200,000 compounds, 0.03% hits | AID 1135 | purified TNAP, CDP-star luminescence, 1 M DEA;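 active means over 50% inhibition of tissue-nonspecific alkaline phosphatase at 20 µM in the single-dose screen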;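 further: plate controls were DMSO wells for no effect and EDTA-quenched wells as full inhibition for full effect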
# FLuc act counter: firefly luciferase counter-screen for stimulation assays; P08659; activation factor at 10 µM; ATPlite luciferase biochemical, luminescence, 10 min; 0 = ATP-free wells, 1 = DMSO control; 200,000 tested, under 10 active;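 active means luciferase activation factor, scaled between plate controls, of at least 2 with compound at 10 µM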
# Target sequence (P08659 whole entry, looked up): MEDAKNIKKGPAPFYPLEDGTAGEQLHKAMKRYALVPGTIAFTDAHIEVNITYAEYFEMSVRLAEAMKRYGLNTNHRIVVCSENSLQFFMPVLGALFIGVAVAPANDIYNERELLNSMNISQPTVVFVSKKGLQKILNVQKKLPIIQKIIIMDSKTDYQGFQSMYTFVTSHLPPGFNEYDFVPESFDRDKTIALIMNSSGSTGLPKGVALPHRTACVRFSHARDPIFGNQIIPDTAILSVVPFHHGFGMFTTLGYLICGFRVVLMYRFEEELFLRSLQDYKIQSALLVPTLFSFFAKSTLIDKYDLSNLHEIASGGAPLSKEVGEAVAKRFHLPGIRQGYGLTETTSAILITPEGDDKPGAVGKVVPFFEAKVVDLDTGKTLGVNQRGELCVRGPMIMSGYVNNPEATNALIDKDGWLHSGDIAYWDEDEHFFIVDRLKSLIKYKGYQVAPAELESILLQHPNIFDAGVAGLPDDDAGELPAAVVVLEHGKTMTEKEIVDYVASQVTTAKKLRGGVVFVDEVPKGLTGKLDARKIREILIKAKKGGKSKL
#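 Assay system: Luciferase/luciferin reagent mix; Medium: PBS as buffer for the ATP substrate; Dosing: test compounds dosed from 2 mM stocks in 100% DMSO; Times: 10 min, room temperature; Signal: luminescence from luciferase reaction; Read-out: luciferase activation; Controls: No-ATP low control, compound-free enzyme-plus-ATP high control.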
# Diaph inh CS: diaphorase inhibition or chemical oxidation counter-screen; diaphorase resazurin-to-resorufin fluorescence, NADH, 16 min; bacterial (C. kluyveri) enzyme, not human; inhibition, % at 20 µM; 190,000 compounds, 0.69% hits;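 active means primary screen inhibition at 20 µM above a set limit, cut at about 50% in these data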;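 further: plate controls were DMSO with full reaction for no effect and wells lacking NADH for full effect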
#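 Benchmarks: positive control wells lacking NADH, neutral wells with DMSO only. System: bacterial diaphorase enzyme (C. kluyveri). Input: 0.14 U/mL diaphorase, enzyme working solution. Detection: resorufin fluorescence, excitation 544 nm, emission 590 nm. Times: 16-min room-temperature incubation before reading.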
# TNAP inh no acc: blocks human TNAP activity with no phosphate acceptor present | purified TNAP, CDP-star luminescence, 30 min | inhibition, % at 20 µM | 200,000 compounds, 0.26% hits;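 active means tissue-nonspecific alkaline phosphatase inhibition above about 50% at 20 µM in the single-dose screen, limit read from the data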;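 further: 0% = DMSO negative control and 100% = EDTA positive control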
# HMGR II inh: blocks class II HMG-CoA reductase of Enterococcus faecalis; purified E. faecalis HMGR, NADPH absorbance 340 nm kinetic; inhibition, % at 10 µM; 190,000 compounds, 0.41% hits; AID 1066;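 active means inhibition above a set limit, the median over all tested compounds plus 3 SD, cut at about 9.5% in these data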;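 further: enzyme runs in reverse so mevalonate oxidation gives rising NADPH absorbance; 0% = complete reaction with DMSO and 100% = background rate lacking mevalonate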
# PMI act: activators of human phosphomannose isomerase | 190,000 compounds, 0.005% hits | activation factor at 20 µM | P34949 | purified human PMI, coupled resazurin fluorescence, 20 min; stronger effect = higher value; 1 = vehicle control, 0 substrate-free wells;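 active means activation factor of 2 or more at 20 µM, relative to plate controls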
# Target sequence (P34949 whole entry, looked up): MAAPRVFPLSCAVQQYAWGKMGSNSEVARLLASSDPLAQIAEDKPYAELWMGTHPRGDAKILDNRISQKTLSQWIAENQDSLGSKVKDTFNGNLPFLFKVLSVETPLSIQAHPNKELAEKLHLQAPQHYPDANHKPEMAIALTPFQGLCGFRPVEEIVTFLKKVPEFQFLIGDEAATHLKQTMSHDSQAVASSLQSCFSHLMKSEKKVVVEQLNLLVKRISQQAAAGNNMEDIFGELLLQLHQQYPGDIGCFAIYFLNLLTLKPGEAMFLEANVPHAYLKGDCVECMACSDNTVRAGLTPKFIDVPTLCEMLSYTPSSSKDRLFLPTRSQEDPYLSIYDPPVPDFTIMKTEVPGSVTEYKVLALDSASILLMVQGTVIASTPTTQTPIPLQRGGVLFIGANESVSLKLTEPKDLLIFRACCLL
# PMI act satM6P: PMI (human) activation, high substrate; activation factor at 20 µM; coupled PMI enzyme assay, resazurin fluorescence, 20 min; stronger effect = higher value; 1 = untreated enzyme, 0 = substrate-free blank; P34949; 190,000 compounds, 0.34% hits;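 active means activation factor of 2 or more at 20 µM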
#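 Material: human phosphomannose isomerase with PGI, G6PDH, diaphorase coupling enzymes / Reagent: Man-6-P substrate 1.0 mM / Dosing: single compound dose of 20 µM, 1% DMSO final / Incubation: enzyme reaction with compound 20 min at room temperature / Signal: resorufin fluorescence (Ex 544/Em 590 nm) from resazurin via diaphorase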
# Diaphorase act: diaphorase activation or chemical reduction counter-screen | 190,000 compounds, 0.005% hits | activation factor at 20 µM | Diaphorase/resazurin coupled assay, resorufin fluorescence, 16 min; stronger effect = higher value; 1 = vehicle wells, 0 = NADH-free wells;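 active means diaphorase activity raised at least twofold by the compound at 20 µM; inactive means activation factor below 2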
#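 System – purified diaphorase enzyme from Clostridium kluyveri · Input – enzyme 0.07 U/mL final · Also added – final NADH 0.114 mM, resazurin 0.1 mM · Measured by – fluorescence of resorufin, 544 nm excitation, 590 nm emission · Timing – 16 min enzyme reaction, ambient temperature · Measure – resorufin increase flagging diaphorase activators or reducers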
# * hit, by the source's call; nt = no result given; & = joins results of further samples. The order is random, and some 1.7% of all compounds hit somewhere here.
SMILES,TNAP act hi DEA,G6PDH CS,TNAP inh hi DEA,FLuc act counter,Diaph inh CS,TNAP inh no acc,HMGR II inh,PMI act,PMI act satM6P,Diaphorase act
O=C(C1CCCN(S(=O)(=O)c2cccnc2)C1)N1CCn2c1nc1ccccc12 (stereo unspecified),1,21,-3,1,-8,-5,0,1,1.1,1.1
C=CCOc1ccccc1CNCCNC(=O)c1nonc1N,1.1,7,-5,1.1,-6,-6,-3,1.1,1,1.1
Cc1nc2ccccc2n1CC(=O)OCC(=O)NC1CC1,1.1,6,-7,1.1,6,-14,-1,1.1,1,0.9
COc1cccc(NC(=O)CSc2nnc(CNC(=O)c3ccccc3)n2C)c1,1.1,-3,-8,1,12,-13,2,0.9,1,0.9
Cc1ccc(-c2nc3cnccn3c2Nc2ccc3c(c2)OCCO3)o1,1,2,0,1,22,-6,4,0.8,0.8,0.8
O=C(CSc1cn(CCNC(=O)c2cccs2)c2ccccc12)NCc1ccccc1,1,18,-2,1,14,4,-7,0.8,0.9,0.9
O=C(NCc1ccco1)c1cccn2c(=O)c3cc4ccccc4cc3nc12,1,35,0,1.1,66*,-4,-2,2*,2.4*,0.3
COc1c2ccoc2c(OC[C@@H](O)C(C)(C)OC)c2oc(=O)ccc12,1,11,2,1,7,0,-3,1,0.9,0.9
Cc1[nH]c(C)c(C(=O)O)c1CNC1CCCCC1C (stereo unspecified),1.1,8,-5,1,20,-14,-2,0.9,0.9,0.8
O=C(NCc1ccco1)C1CCN(c2nnc(-n3cccc3)s2)CC1,1,26,1,1,2,-6,-8,0.9,0.9,1
CC(=O)CC(c1ccccc1)S(=O)(=O)c1ccc(C)cc1 (stereo unspecified),1,6,0,1,-3,-5,2,1.1,1,1
Cc1cc(NCc2ccccn2)nc2ccccc12,1,4,2,1,8,-26,-5,1,1,0.9
Cc1cc(NC(=O)Cn2nc([N+](=O)[O-])c(Br)c2C)no1,1,15,1,1,17,1,2,0.9,0.9,0.8
CCOC(=O)N1CCC2(CC1)C(C#N)=C(N)Oc1n[nH]c(C)c12,1,-1,-4,1,-6,-12,10.0*,1.1,1.1,1.1
CC(=O)Nc1cc(-c2ccc(F)cc2)[nH]n1,1,0,2,1,8,91*,2,1,0.9,0.9
CCCCC(=O)Nc1nc2ccc(C(=O)OC)cc2s1,1.1,4,-6,0.9,8,-15,0,1.1,1,0.9
CCOC(=O)C1=C(C)N=C2SC(C)C(=O)N2C1c1ccc(C(=O)OC)cc1 (stereo unspecified),1,12,-4,1,17,-11,nt,0.8,0.9,0.8
CCOC(=O)c1[nH]c(C)c(C(=O)c2ccc(C)cc2)c1C,1,4,-4,1,4,-18,5,1.1,1.1,1
c1ccc(CC2CCN(c3nc4ccccc4n4nnnc34)CC2)cc1,1,-29,-1,1.1,15,-9,-3,0.8,0.9,0.8
O=C(O)CCc1ccc(-c2ccc(Br)cc2)o1,1.1,15,-5,1,5,-5,-4,1,1.1,1
CCCNCc1nnc(-c2ccccc2Cl)o1,1,1,-4,1,16,-7,-1,0.9,0.9,0.8
CC1CC(C)CN(c2nc3c(c(=O)n(C)c(=O)n3C)n2CCSc2ncccn2)C1 (stereo unspecified),1.1,1,-11,1.1,28,-18,-6,0.9,0.9,0.7
COc1cc(S(=O)(=O)n2ccc(C)n2)c(OC)cc1Cl,1.1,-7,-6,1.1,2,-14,1,1,1,1
C=CCn1c(SC(C)C(=O)NCc2ccc3c(c2)OCO3)nnc1C1CCCCC1 (stereo unspecified),1.1,8,-12,1.1,-13,5,3,1.2,1.2,1.1
COc1cc(/C=N/NC(=O)c2ccc(COc3ccccc3Cl)o2)cc(Br)c1O,1.1,-3,-7,1,12,-11,-2,1,1,0.9
COc1cccc(CN(C)C(=S)Nc2cccc(C)c2)c1,1,6,1,1.1,8,16,-1,1,1,0.9
CCOC(=O)c1c(C)[nH]c(/C(C)=N/O)c1C,1.1,29,-6,1,-19,7,0,1.1,1.2,1.2
CC1=NN(c2ccccc2)C(=O)C1C(=O)c1cc([N+](=O)[O-])cc([N+](=O)[O-])c1 (stereo unspecified),1,14,0,1,16,-1,-6,1.2,0.9,0.8
CCOC(=O)C1=C(C)NC(=O)NC1c1ccc(OC(=O)c2ccco2)c(OC)c1 (stereo unspecified),1,0,-3,1,10,-9,5,0.9,1,0.9
COc1cc(NC(=O)c2cccs2)c(C(=O)OCC(=O)NCc2ccccc2)cc1OC,1.1,-3,-9,1.1,9,-20,-3,1,1.1,0.9
CCCCNC(=O)C1CCN(S(=O)(=O)c2c(C)noc2/C=C\c2ccc(OC)cc2)CC1,1.1,0,-7,1.1,13,-14,-2,1,1,0.9
Cc1nn(C)c(C)c1CN(C)C(=O)c1cc2nc(-c3ccco3)cc(C(F)(F)F)n2n1,1.1,-13,-6,1.1,18,-15,-1,0.9,1,0.8
Cc1nnc(SCCOC(N)=O)n1C,1.1,6,-7,1,14,-10,-3,1,1,0.9
Cc1ccc(NS(=O)(=O)c2ccc(Br)s2)cc1S(=O)(=O)N1CCOCC1,1,3,-1,1,12,-4,5,1.1,1,0.9
O=C(NC1CCCCC1)C(c1cccs1)N(C(=O)C(F)(F)F)c1ccccc1 (stereo unspecified),1,5,-3,1,11,-10,-2,1,1,0.9
COc1ccc(C2=NOC(C(=O)N3CCCCCC3)C2)cc1OC (stereo unspecified),1,-1,-3,1,11,-10,-1,1,1,0.9
N#CC1(c2ccccc2)CCCN1C(=O)c1ccccc1Cl (stereo unspecified),1,-1,0,1,4,-6,-3,1,1.1,1
CCc1nnc(NS(=O)(=O)c2ccc(NC(=S)NC(=O)c3ccccc3)cc2)s1,1,-25,-3,1.1,27,22,-9,1,1,0.7
Cc1nc(C(C)NC(=O)CCc2nnc(CCCc3ccccc3)o2)c(C)s1 (stereo unspecified),1,11,-4,1,nt,-10,-2,nt,nt,nt
COCCNC(=O)c1ccc2c(c1)ncn2-c1ccc(F)c(F)c1,1,7,0,1,1,-6,3,1,1,1

# Just Diaph inh CS, TNAP inh no acc and PMI act (5 entries from above):
Structure | Diaph inh CS | TNAP inh no acc | PMI act
CCCCNC(=O)C1CCN(S(=O)(=O)c2c(C)noc2/C=C\c2ccc(OC)cc2)CC1 | 13 | -14 | 1
Cc1nn(C)c(C)c1CN(C)C(=O)c1cc2nc(-c3ccco3)cc(C(F)(F)F)n2n1 | 18 | -15 | 0.9
Cc1nnc(SCCOC(N)=O)n1C | 14 | -10 | 1
Cc1ccc(NS(=O)(=O)c2ccc(Br)s2)cc1S(=O)(=O)N1CCOCC1 | 12 | -4 | 1.1
O=C(NC1CCCCC1)C(c1cccs1)N(C(=O)C(F)(F)F)c1ccccc1 (stereo unspecified) | 11 | -10 | 1

# (continued)
SMILES,TNAP act hi DEA,G6PDH CS,TNAP inh hi DEA,FLuc act counter,Diaph inh CS,TNAP inh no acc,HMGR II inh,PMI act,PMI act satM6P,Diaphorase act
O=C(/N=C1\NC(=O)C(F)(C(F)(F)F)S1)NC1CCCCC1 (stereo unspecified),1,-9,-3,0.9,24,-16,-5,0.3,0.5,0.8
Clc1ccc(SCc2nc3ccccc3[nH]2)cc1,1,8,1,0.8,-4,-11,5,1,1,1
Cc1ccc(NC(=O)Nc2cccc(Cl)c2)c(C(=O)O)c1,1,9,-4,0.8,16,-8,-6,1.1,0.9,0.8
CN1[C@@H]2CC(OC(=O)[C@H](CO)c3ccccc3)C[C@H]1[C@@H]1O[C@@H]12 (stereo partly specified),1,6,2,1,2,-7,-10&-3,1.2,1.2,1
[O-][n+]1c2ccc3nonc3c2nn1-c1ccccc1Cl,1,-7,-4,1.1,-3,4,-3,1,1,1
Cn1cccc1C(=O)OCc1cc(Cl)cc2c1OCOC2,1,5,0,1,1,17,-1,1.1,0.9,1
Cn1c(SCC(=O)N2CCN(S(=O)(=O)c3ccc(Cl)cc3)CC2)nc2ccccc21,1.1,-2,-6,1,-4,-12,-5,1,1,1
CC(C)Oc1c(Cl)cc(CNC(C)(C)CO)cc1Cl,1,4,0,1,10,2,4,0.9,1,0.9
N#CCSc1nc2ccccc2c(=O)n1C1CCCCC1,1.1,9,-6,1.1,18,-7,-1,1,0.9,0.8
COc1ccc(C2CC(=O)N3C(=C2C#N)SCC3(O)c2ccccc2)cc1 (stereo unspecified),1,4,-3,1.1,11,-6,6,0.9,0.7,0.9
CCC1CCCCN1S(=O)(=O)c1ccc(S(=O)(=O)N2CCN(S(=O)(=O)CC)CC2)cc1 (stereo unspecified),1,4,-5,1,-13,-7,-6,1,1.1,1.1
COc1nc2ccccc2nc1CCC(=O)O,1,10,-3,1,nt,-5,-1,nt,nt,nt
CCCCn1c(/N=C/c2c[nH]c3ccccc23)nc2ccccc21,1,7,2,0.9,22,-3,-6,0.7,0.8,0.8

# Molecules shown so far that have bromine (four):
SMILES,TNAP act hi DEA,G6PDH CS,TNAP inh hi DEA,FLuc act counter,Diaph inh CS,TNAP inh no acc,HMGR II inh,PMI act,PMI act satM6P,Diaphorase act
Cc1cc(NC(=O)Cn2nc([N+](=O)[O-])c(Br)c2C)no1,1,15,1,1,17,1,2,0.9,0.9,0.8
O=C(O)CCc1ccc(-c2ccc(Br)cc2)o1,1.1,15,-5,1,5,-5,-4,1,1.1,1
COc1cc(/C=N/NC(=O)c2ccc(COc3ccccc3Cl)o2)cc(Br)c1O,1.1,-3,-7,1,12,-11,-2,1,1,0.9
Cc1ccc(NS(=O)(=O)c2ccc(Br)s2)cc1S(=O)(=O)N1CCOCC1,1,3,-1,1,12,-4,5,1.1,1,0.9
